Compound activity from PubChem BioAssay.
TRPC4 agonist: activators of mouse TRPC4 channel; Q9QUQ5; HEK293 TRPC4beta/mu-opioid, Fluo4 calcium fluorescence; active compounds read high; B-score at 10 µM; 310,000 tested, 0.49% active;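 active means B-score above 5 SD of library B-scores, and initial fluorescence ratio not above library mean plus 5 SD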;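 further: positive B-score marks a calcium rise read as TRPC4 activation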
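Assay system: HEK293 stable line with TRPC4beta plus mu-opioid receptor; schedule: 45 min room-temperature Fluo4 loading, 110 s read; technique: kinetic Fluo4 calcium fluorescence; evaluation: integrated baseline-normalised fluorescence ratio, converted to per-well B score; controls: buffer (low) and maximal DAMGO (high)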
ANO1 activ: mouse TMEM16A channel activation, primary screen. Q8BHY3. HEK293 TMEM16A/YFP-H148Q/I152L, iodide quench fluorescence; active compounds read low. B-score at 10 µM. 340,000 tested, 0.3% active;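 active means fluorescence-ratio B-score plate-corrected deviation score at least 3 library SD below zero, with starting fluorescence score within 5 deviations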;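 further: channel opened by trigger with iodide after compound preincubation; score built on the fluorescence ratio of max minus min over baseline; more negative score means more quench and so TMEM16A activation or potentiation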
Target sequence (Q8BHY3 whole entry, looked up): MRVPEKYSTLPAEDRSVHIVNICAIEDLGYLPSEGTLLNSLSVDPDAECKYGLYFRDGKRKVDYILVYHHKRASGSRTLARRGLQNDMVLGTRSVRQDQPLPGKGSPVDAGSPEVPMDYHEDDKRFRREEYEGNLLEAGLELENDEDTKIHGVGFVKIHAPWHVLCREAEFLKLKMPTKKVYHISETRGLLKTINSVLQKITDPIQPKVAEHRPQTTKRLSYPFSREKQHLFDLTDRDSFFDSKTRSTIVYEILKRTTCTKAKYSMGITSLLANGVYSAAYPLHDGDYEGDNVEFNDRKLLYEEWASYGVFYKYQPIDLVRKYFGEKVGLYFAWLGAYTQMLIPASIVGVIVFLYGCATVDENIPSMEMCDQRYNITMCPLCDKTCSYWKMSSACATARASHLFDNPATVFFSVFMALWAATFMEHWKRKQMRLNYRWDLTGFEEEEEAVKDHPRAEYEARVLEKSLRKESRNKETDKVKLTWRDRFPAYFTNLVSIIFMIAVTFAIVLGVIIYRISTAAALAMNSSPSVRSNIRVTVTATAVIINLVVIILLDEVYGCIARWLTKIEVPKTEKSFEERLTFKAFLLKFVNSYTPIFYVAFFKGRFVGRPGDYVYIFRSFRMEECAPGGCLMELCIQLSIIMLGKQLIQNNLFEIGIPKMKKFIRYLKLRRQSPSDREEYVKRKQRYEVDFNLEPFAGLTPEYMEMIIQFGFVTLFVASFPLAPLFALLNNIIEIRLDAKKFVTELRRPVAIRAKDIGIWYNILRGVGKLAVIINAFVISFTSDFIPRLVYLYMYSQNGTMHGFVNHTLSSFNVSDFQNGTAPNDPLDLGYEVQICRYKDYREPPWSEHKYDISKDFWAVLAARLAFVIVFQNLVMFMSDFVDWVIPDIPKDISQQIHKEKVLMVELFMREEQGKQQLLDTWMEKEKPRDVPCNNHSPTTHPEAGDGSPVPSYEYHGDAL
DYRK1A inh: Dyrk1A (rat) kinase inhibition. AID 504441. 310,000 tested, 0.43% active. inhibition, % at 12.5 µM. Q63470. ADP-Glo luminescence, NFATc1 peptide; in the data active means inhibition above about 50%;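 further: plate controls were vehicle with enzyme for no effect and no enzyme for full effect; many of its hits are not listed in these tables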
KCNK3 inh: human KCNK3 channel inhibition, primary screen; CHO-KCNK3 thallium flux, FluxOR fluorescence; active compounds read low; B-score at 10 µM; 340,000 tested, 0.84% active; AID 602410;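 active means B-score under library mean minus 4 SD, starting fluorescence ratio at most library mean plus 5 SD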;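 further: more negative B-score means stronger inhibition of thallium flux through KCNK3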
ANO1 block: mouse TMEM16A channel inhibition, primary screen | Q8BHY3 | normalized B-score (activity score, 25-100; higher = stronger inhibition) at 10 µM | HEK293 TMEM16A/YFP iodide influx fluorescence, ionomycin | 310,000 tested, 1.2% active;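 active means ratio plate-corrected score three or more library SD toward inhibition, starting fluorescence score within five deviations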;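 further: score derived from kinetic fluorescence span divided by baseline fluorescence per well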
TRPC4 potent: TRPC4 (mouse) allosteric potentiation | 310,000 tested, 0.42% active | HEK293 TRPC4beta/mu-opioid, DAMGO EC20, Fluo-4 Ca2+ flux; active compounds read high | B-score at 10 µM | AID 2227 | Q9QUQ5;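 active means B-score of calcium response area above 5 SD of library B-scores, with initial fluorescence ratio within 5 SD of library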;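 further: B-score of integrated fluorescence ratio over time as area under calcium response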
KCNQ1 inh: blocks the human KCNQ1 potassium channel; P51787; CHO-K1 KCNQ1, FluxOR thallium flux fluorescence; active compounds read high; B-score at 10 µM; 310,000 tested, 1.3% active;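 active means compounds whose thallium flux B-score, printed positive for inhibition, exceeds three library SD while starting fluorescence stays within three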;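 further: channel opened by potassium depolarization with thallium stimulus after 20 min compound exposure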
KCNK9 inh: inhibitors of human KCNK9 two-pore domain potassium channel. Q9NPC2. HEK293 KCNK9, FluxOR thallium flux fluorescence; active compounds read low. B-score at 10 µM. 310,000 tested, 1.2% active;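 active means ratio B-score over 3 SD below the library mean, with starting fluorescence within 5 SD of its mean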;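 further: negative B-score means less thallium flux so channel inhibition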
hERG rescue: hERG (human) protection from proarrhythmic block. Q12809. CHO-hERG, FluxOR thallium flux, dofetilide IC70 present. activation (rescue from dofetilide block), less the hit threshold, % at 10 µM. 310,000 tested, 0.51% active;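 active means activation above the mean of controls blocked by dofetilide plus 5 SD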;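 further: thallium influx through hERG after potassium depolarization seen as dye fluorescence rise; in these data hits start at about 4.7%; inactives centre near -7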
KCNQ1 act: human KCNQ1 channel potentiation or activation; B-score at 10 µM; CHO-K1 KCNQ1, thallium flux FluxOR fluorescence; active compounds read high; 310,000 tested, 0.35% active; AID 2648; P51787;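 active means fluorescence ratio B-score, a plate-corrected score, at least three library SD, with initial intensity B-score within 5 SD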
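assay system = CHO-K1 cells stably expressing KCNQ1 | medium = assay buffer, equal DMSO in all wells | timing = 37 °C overnight plating, 90-min dark dye load, 20-min compound pretreatment | measured by = kinetic FluxOR thallium fluorescence, 10-s 1-Hz baseline, 110-s post-stimulus read | measure = fluorescence change relative to baseline, converted to B score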
HDAC3 inhib: inhibitors of human histone deacetylase 3; O15379; recombinant HDAC3, fluorogenic peptide/trypsin coupled, fluorescence; inhibition, % at 8.3 µM; 320,000 tested, 0.15% active; AID 2718; in the data active means inhibition above about 26%, passing the limit was not always enough; inconclusive means no clear call, values can overlap the other calls
Active calls of the source: *; i = inactive; ? = inconclusive; nt = not tested or not shown. This is a subset; the hit share may differ from the screen's.

SMILES	TRPC4 agonist	ANO1 activ	DYRK1A inh	KCNK3 inh	ANO1 block	TRPC4 potent	KCNQ1 inh	KCNK9 inh	hERG rescue	KCNQ1 act	HDAC3 inhib
CC(C)(Oc1ccc(Cl)cc1)C(=O)N1CCN(c2ccccn2)CC1	i	i	10	i	i	i	i	i	-12	i	3
Nc1ccc(N2C(=O)c3ccccc3C2=O)c(Cl)c1	nt	i	17	i	i	nt	nt	nt	nt	nt	2
Cc1ccc(S(=O)(=O)N2CCOCC2)cc1NC(=O)COC(=O)CCn1c(C)csc1=O	i	i	-1	i	i	i	i	i	-7	i	-3
O=C(c1ccc(F)cc1)c1cn[nH]c1-c1ccccc1O	i	i	-2	i	i	i	i	i	-3	i	-7
CC(C)Nc1nc(NC(C)C)nc(N(C)C(N)=O)n1	i	i	11	i	i	i	i	i	-6	i	6
CCc1ccc(/C=C2\SC(=S)N(CCC(=O)NCCCN3CCOCC3)C2=O)cc1	i	i	4	i	i	i	i	i	-16	i	nt
COc1ccccc1-c1c(C)nn2c(N3CCC(C(N)=O)CC3)cc(C)nc12	i	i	-1	i	i	i	i	i	-8	i	-1
CSc1ccccc1C(=O)NCCOc1cccc(C)c1	i	i	-1	i	i	i	i	i	-13	i	-1
O=C(NCc1ccccc1Cl)c1ccc2nc[nH]c2c1	i	i	8	i	i	i	i	i	-5	i	3
COc1ccc(C)cc1Nc1ccc(C(=O)O)cc1[N+](=O)[O-]	i	i	-3	i	i	i	i	i	-6	i	9
O=C(NC(=S)N1CCc2ccccc21)c1ccccc1Br	i	i	7	i	i	i	i	i	52*	45*	2
COc1ccc(C2OC(=O)CC2C(=O)NC(C)C)cc1 (stereo not given)	i	i	0	i	i	i	i	i	-7	i	6
Cc1ccc(S(=O)(=O)n2nc(OC(=O)c3c(-c4ccccc4Cl)noc3C)cc2N)cc1	i	i	1	i	i	i	i	i	-4	i	6
COc1ccc(CCNC(=O)CSCc2ccc(Cl)cc2)cc1OC	i	i	-1	i	i	i	i	i	-8	i	1
Cc1ccc(N(CC(=O)Nc2ccccc2C(=O)N2CCOCC2)S(C)(=O)=O)cc1	i	i	11	i	i	i	i	i	-6	i	-2
COc1cc(NC(=O)COC(=O)c2cnc(C)cn2)c(C)cc1[N+](=O)[O-]	i	i	18	i	i	i	i	i	-11	i	-6
CC1=NN(C(=O)c2ccc(Cl)cc2)C(O)(c2ccccc2)C1 (stereo not given)	i	i	-9	i	i	i	i	i	1	i	-7
C#CCOCCOCCOCCNc1nc(N2CCOCC2)nc(N2CCN(C(=O)[C@H](CCC(=O)O)n3cc(C(N)Cc4ccc(O)cc4)nn3)CC2)n1 (stereo not given in full)	i	i	4	i	i	i	i	i	-5	i	-2
CCCCCOc1ccc(C(=O)CCN2CCOCC2)cc1	i	i	-1	i	i	i	i	i	-2	i	3
CCN(CC(=O)NCc1ccc(Cl)cc1)C(=O)/C=C/c1cccs1	i	i	nt	i	i	i	i	i	-21	i	3
COC(=O)Cn1cc(/C=N/NC(=O)c2ccc(C#N)cc2F)c2ccccc21	i	i	9	i	i	i	i	i	-8	i	9
COc1ccc(C2=NC(c3ccccc3)CO2)cc1 (stereo not given)	i	nt	nt	nt	i	i	i	i	-9	i	-2
CCC1Sc2ccc(S(=O)(=O)CCC(=O)Nc3ccccc3Cl)cc2NC1=O (stereo not given)	i	i	nt	i	i	i	i	i	-12	i	-2
O=C(C1CC(=O)N(C2CCCCC2)C1)N1CCN(c2cccc(C(F)(F)F)c2)CC1 (stereo not given)	i	i	-5	i	i	i	i	i	-5	i	12
O=C(CSc1ccc(-c2ccccn2)nn1)NCc1ccc(F)cc1	i	i	nt	i	i	i	i	i	-6	i	7
CCCc1n[nH]c2c1C(=O)CC(C)(C)C2	i	i	2	i	i	i	i	i	-5	i	-6
O=C(NCc1ccc2c(c1)OCO2)c1cccc2c1C(=O)N(C1CCCCC1)C2	i	i	-9	i	i	i	i	i	-10	i	-6
C=CCn1c(CCSCc2ccccc2)n[nH]c1=S	i	i	-6	i	i	i	i	i	-14	i	-5
COc1ccc(CC(=O)Nc2cccc(-c3csc(C)n3)c2)cc1	i	i	-1	i	i	i	i	i	-2	i	4
O=C(NC1CC1)c1cc2c(F)cccc2s1	i	i	16	i	i	i	i	i	-3	i	4
CCOC(=O)c1[nH]ncc1CN1CCC(Cc2ccccc2)(C(=O)OCC)CC1	i	i	1	i	i	i	i	i	-8	i	nt
S=C(Nc1ccccc1)N1CCN(c2ccc(N3CCOCC3)nn2)CC1	i	i	1	i	i	i	i	i	-2	i	-6
COc1ccc(/C=C2\C(=N)N3N=C(CC(=O)N4CCCCC4)SC3=NC2=O)cc1	i	i	-10	i	i	i	i	i	-3	i	8
O=C(c1ccc(-c2ccccc2)cc1)N1CCN(C(=O)c2ccco2)CC1	i	i	-2	i	i	i	i	i	-4	i	9
c1ccc(CSCc2cn3ccsc3n2)cc1	i	i	-7	i	i	i	i	i	-11	i	2
COc1ccc(NC(=O)CS(=O)CC(=O)Nc2cc(Cl)ccc2OC)cc1 (stereo not given)	i	i	-4	i	i	i	i	i	-5	i	-8
CCCCN=Cc1sc2ccc(OCC)cc2c1O	i	i	3	i	i	i	i	i	-4	i	1
CC(C)c1nc2c(c(=O)n(C)c(=O)n2C)n1C	i	i	3	i	i	i	i	i	-10	i	0
O=C1CCC([N+](=O)[O-])C(c2ccc(Cl)cc2)N1 (stereo not given)	i	i	-1	i	i	i	i	i	-10	i	-2
O=C(COC(=O)C1COc2ccccc2O1)NC(=O)NC1CCCC1 (stereo not given)	i	i	-1	i	i	i	i	i	-2	i	5
Cc1cc(/C=C2\SC(=S)NC2=O)c(C)[nH]1	i	i	4	i	i	i	i	i	-7	i	2
C=CCc1ccccc1OCC(O)CN1CCN(c2ccc(C)cc2)CC1 (stereo not given)	i	i	0	i	i	i	i	i	-7	i	5
O=C(NN1C(=O)C2C3CCC(O3)C2C1=O)c1ccco1 (stereo not given)	i	i	6	i	i	i	i	i	-5	i	1
O=C(CSC(=S)N1CCOCC1)Nc1nccs1	i	i	2	i	i	i	i	i	-8	i	-6
Cc1c(Nc2cc(N3CCOCC3)c3nonc3c2[N+](=O)[O-])c(=O)n(-c2ccccc2)n1C	i	nt	nt	nt	i	i	i	i	-7	i	1
COc1cc([N+](=O)[O-])ccc1NC(=O)NNC(=O)c1sccc1C	i	i	10	i	i	i	i	i	-8	i	1
CCOc1ccccc1CNC(=O)c1cc2oc3ccccc3c2n1CC	i	i	-1	i	i	i	i	-9.1*	-11	i	-8
Cc1ccccc1OCC(=O)N(CC(C)C)c1c(N)n(CC(C)C)c(=O)[nH]c1=O	i	i	5	i	i	i	i	i	-13	i	nt
Cc1cccc(N=C2NN=C(c3ccccc3F)CS2)c1C	i	i	-3	i	i	i	i	i	-6	i	2
CCCC(=O)Nc1ccc(C(=O)/C=C/c2ccc(SC)cc2)cc1	i	i	-1	i	i	i	i	i	-8	i	0
Cc1ccc(NC(=O)CC2C(=O)NC3CCCCC3N2C(=O)c2ccc(F)cc2)cc1C (stereo not given)	i	i	2	i	i	i	i	i	-14	i	-3
COc1cc(C(=O)N2CCSCC2)ccc1OC1CCN(C(C)=O)CC1	i	i	-3	i	i	i	i	i	-7	i	-5
CCOc1ccc(NC(=S)N2CCCN(Cc3cccc(Cl)c3)C2)cc1	i	i	-8	i	i	i	i	i	-15	i	-10
COc1cccc(CN2CCNC(=O)C2CC(=O)NCc2cn3ccc(C)cc3n2)c1OC (stereo not given)	i	i	1	i	i	i	i	i	-6	i	0
CS(=O)(=O)N1CCCC(C(=O)NCCN2CCC(Cc3ccccc3)CC2)C1 (stereo not given)	i	i	-6	i	i	i	i	i	-8	i	0
COc1ccccc1CNC(=O)CN(c1ccc(C)cc1)S(=O)(=O)c1c(C)n[nH]c1C	i	i	15	i	i	i	i	i	-7	i	1
CCOC(=O)c1c(-c2ccc(F)cc2)csc1NC(=O)CN1C(=O)NC2(CCCCC2C)C1=O (stereo not given)	i	i	2	i	i	i	i	i	-3	i	nt
Cc1ccc(NNC(=O)c2ccno2)cc1C	i	i	-3	i	i	i	i	i	-11	i	0
COc1ccc2nc(NNC(=O)c3cc(=O)c4ccccc4o3)sc2c1	i	i	30	i	i	i	i	i	-6	i	8
CSc1ccccc1C(=O)Nc1cccc(C(C)=O)c1	i	i	9	i	i	i	i	i	-12	i	-3

More compounds
SMILES	TRPC4 agonist	ANO1 activ	DYRK1A inh	KCNK3 inh	ANO1 block	TRPC4 potent	KCNQ1 inh	KCNK9 inh	hERG rescue	KCNQ1 act	HDAC3 inhib
Cn1c(C(=O)NCCN2CCOCC2)cc2sccc21	i	i	-9	i	i	i	i	i	-9	i	-1
CCn1cc(C(=O)N[C@@H](CC(C)C)C(=O)NCCCn2ccnc2)c(=O)c2cc3c(cc21)OCO3	i	i	3	i	i	i	i	i	-2	i	5
Cc1c(N/C=C(\Cl)C(=O)C(F)(F)F)c(=O)n(-c2ccccc2)n1C	i	i	nt	i	i	i	i	i	-13	i	1
COc1cc(/C=C2\SC(=S)N(CC(=O)NC3=NCCS3)C2=O)cc(OC)c1OC	i	i	-1	i	i	i	i	i	-12	i	?
Cc1ccc(OCC(=O)NCCN2CCOCC2)cc1C	i	i	-6	i	i	i	i	i	-11	i	-1
CCC(=O)NC(=S)Nc1cccc(-c2nc3ncccc3o2)c1	i	i	0	i	i	i	i	i	-7	i	1
COc1ccc(NC(=O)N2CCCC(c3nc(-c4ccc(C(C)C)cc4)no3)C2)cc1 (stereo not given)	i	i	-4	i	i	i	i	i	-8	i	18
Cc1ccc(CNC(=O)CSCc2ccc(F)cc2)cc1	i	i	-6	i	i	i	i	i	-17	i	-5
Cc1ccc(OCCn2cnc3ccccc3c2=O)c([N+](=O)[O-])c1	i	i	4	i	i	i	i	i	-6	i	2
COc1ccc(-c2cc3ccccc3n2CC(O)CN2CCCCC2)cc1 (stereo not given)	i	i	1	i	i	i	i	i	-4	i	-20

A section from the list above:
SMILES	TRPC4 agonist	ANO1 activ	DYRK1A inh	KCNK3 inh	ANO1 block	TRPC4 potent	KCNQ1 inh	KCNK9 inh	hERG rescue	KCNQ1 act	HDAC3 inhib
Cn1c(C(=O)NCCN2CCOCC2)cc2sccc21	i	i	-9	i	i	i	i	i	-9	i	-1
CCn1cc(C(=O)N[C@@H](CC(C)C)C(=O)NCCCn2ccnc2)c(=O)c2cc3c(cc21)OCO3	i	i	3	i	i	i	i	i	-2	i	5
